Mtb RmlCD inh: M. tuberculosis RmlC/RmlD coupled enzyme inhibitors, primary screen, biochemical, compound mixtures, 384-well, from 1536-well plates; dTDP-4-dehydrorhamnose reductase (Mycobacterium tuberculosis (strain ATCC 25618 / H37Rv)) …; RmlC+RmlD coupled enzyme assay, percent inhibition; primary screen in compound mixtures; inhibition, % at 3.6 µM; 160,000 tested, 0.03% active; in the data active = inhibition mostly above about 34%, no sharp cut-off; inconclusive = no clear call, values can overlap the other calls; inactive = mostly below about 22%; note: some results filed as inactive read as strong as hits
Target sequence (P9WH09 whole entry, looked up): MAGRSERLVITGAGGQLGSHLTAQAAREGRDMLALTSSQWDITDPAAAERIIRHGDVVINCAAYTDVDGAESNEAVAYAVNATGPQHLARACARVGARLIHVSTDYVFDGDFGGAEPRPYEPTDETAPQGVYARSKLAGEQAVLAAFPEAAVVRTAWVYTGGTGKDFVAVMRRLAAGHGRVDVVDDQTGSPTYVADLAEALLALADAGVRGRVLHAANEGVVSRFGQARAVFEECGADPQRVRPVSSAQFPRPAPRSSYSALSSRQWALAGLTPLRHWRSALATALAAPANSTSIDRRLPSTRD
Target sequence (P9WH11 whole entry, looked up): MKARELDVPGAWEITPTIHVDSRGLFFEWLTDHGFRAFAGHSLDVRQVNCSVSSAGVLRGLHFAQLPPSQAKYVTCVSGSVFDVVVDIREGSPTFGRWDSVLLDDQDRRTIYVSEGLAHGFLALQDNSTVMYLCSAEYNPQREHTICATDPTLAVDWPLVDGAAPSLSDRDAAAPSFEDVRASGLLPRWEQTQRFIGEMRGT
GlmU inhibition: inhibition of mycobacterial GlmU enzyme – biochemical, glucosamine-1-phosphate acetyltransferase (AID 1376). M. tuberculosis GlmU acetyltransferase enzyme assay; higher % means a stronger effect. inhibition, %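 (tested at 30 µM in the primary screen)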, or IC50 in µM where a hit was titrated. 220,000 tested, 0.25% active; in the data active = inhibition above about 13%; inconclusive = no clear call, values can overlap the other calls;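 note: 0% = complete reaction with vehicle and 100% = reaction without substrate; strong numbers were not always called active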
* = called active by the depositor; u = inconclusive; x = no result given; & = joins results of further samples. Not all compounds are listed. The share of hits here may be higher or lower than overall.

The first two compounds, to show the layout:
SMILES | Mtb RmlCD inh | GlmU inhibition
O=c1cc(CSc2nnc(COc3cccc4ccccc34)o2)c2ccccc2[nH]1 | -3.1 | 0.2%
Cc1cccc(-n2cnc(C(=O)O)c2)n1 | x | -1.7%

The listing, from the first entry:
SMILES | Mtb RmlCD inh | GlmU inhibition
O=c1cc(CSc2nnc(COc3cccc4ccccc34)o2)c2ccccc2[nH]1 | -3.1 | 0.2%
Cc1cccc(-n2cnc(C(=O)O)c2)n1 | x | -1.7%
COc1cccc(S(=O)(=O)N2CCN(C(=O)c3ccco3)CC2)c1 | x | 1.4%
Cc1sc2ncn3c(C)nnc3c2c1C | x | 4.0%
O=C(Nc1nnc(C2CC2)s1)c1ccco1 | -8.5 | 2.1%
O=C(Nc1ccccc1O)c1nc(Cl)ccc1Cl | -7.2 | -2.1%
O=S1(=O)N=C(Nc2ccc(O)c(CN3CCCCC3)c2)c2ccccc21 | x | 0.2%
CC(=O)c1ccc(S(=O)(=O)Nc2ccc(C(=O)NCC(c3ccccc3)N(C)C)cc2)cc1 (centres undefined) | -6.5 | 2.7%
CC(C)Oc1ccc(NC(N)=O)cc1 | x | -1.3%
Nc1nc(SCC(=O)N2CCCCC2)[nH]c(=O)c1NC(=O)c1cccs1 | -4.6 | 8.2%
FC(F)Oc1ccc(NC(=S)NN2CCOCC2)cc1 | 10.6 | 2.5%
CCC(=O)Nc1cc(C(=O)O)ccc1S(=O)(=O)c1ccc(C)cc1 | 16.5 | 11.4%
CCOc1ccccc1NC(=O)c1cc(SC)ccc1Cl | 5.2 | 1.0%
CCCCc1ccc(NC(=S)NCCN2CCOCC2)cc1 | -6.6 | 0.9%
C/C(N)=C(/C#N)C(=O)COC(=O)c1cc(-c2ccc(Br)cc2)nc2ccccc12 | 4.7 | 2.4%

(listing goes on)
SMILES | Mtb RmlCD inh | GlmU inhibition
O=c1[nH]c2ccccc2c(O)c1-[n+]1ccccc1 | 28.5 | -3.5%
CC1(c2ccccc2)CC(C)(C)N(C(=O)C2CCCO2)c2ccccc21 (centres undefined) | x | 2.6%
CCC(C)(C)n1nnnc1C(c1ccc(OC)c(OC)c1)N1CCN(c2ccccc2)CC1 (centres undefined) | -4.1 | -2.6%
O=C(Nc1nccs1)c1cc(S(=O)(=O)N2CCOCC2)ccc1Cl | x | 4.0%
COC(=O)[C@@H]1C[C@@]2(O)[C@H](O)[C@H](O)[C@H](O)C[C@H]2N1CC1CC1 | x | -2.3%
Nc1nc(SCC(=O)Nc2ccc(Oc3ccccc3)cc2)n[nH]1 | -8.2 | -5.9%
CSc1ccccc1NC(=S)Nc1ccc(S(N)(=O)=O)cc1 | -6.0 | 0.5%
Cc1ccc(O)c(C=Nc2ccc3[nH]ncc3c2)c1 | 1.4 | 2.4%
Cc1cc(Oc2ccc(N)cn2)ccc1Cl | 9.7 | -3.6%
COC(=O)COc1ccc(S(=O)(=O)N2CCN(c3ccccc3F)CC2)cc1C | -4.7 | 0.0%
Cc1c(NC(=O)OCCNC(=O)COc2ccc(Cl)cc2Cl)sc(=S)n1C | 20.6 | 5.7%
COC(=O)c1ccc(CN2CCN(C3CCCC3)C(CCO)C2)cc1 (centres undefined) | x | -0.4%
O=C(Cn1ncc(N2CCOCC2)c(Cl)c1=O)c1ccc(Cl)cc1 | -21.0 | 1.9%
Cc1cc(C(=O)NC(=S)Nc2ccccc2N2CCOCC2)ccc1[N+](=O)[O-] | 6.8 | 3.5%
O=C(NC1CCCCC1)N1CCc2ccccc2C1 | 65.8 | 7.6%

Following part
SMILES | Mtb RmlCD inh | GlmU inhibition
O=C(NCc1cccnc1)c1cccn2c(=O)c3sccc3nc12 | x | 6.0%
O=C(Nc1cccc(Cl)c1)OCc1ccccn1 | 5.8 | -4.1%
CC(C)(C)c1ccc(C(=O)CSc2nc3ccccc3c(=O)[nH]2)cc1 | -7.3 | -1.9%
O=C(COc1ccccc1[N+](=O)[O-])N/N=C/c1ccc(OC(=O)c2ccco2)cc1 | -9.5 | 0.8%
Cc1ccc(-c2nc(SCC(=O)Nc3ccccc3OC(F)F)c3c(C)c(C(=O)O)sc3n2)cc1 | -4.8 | -0.9%
O=C(C1=C[C@H](C2CCCCC2)C[C@H](OCCCCO)O1)N1CCN(Cc2ccc3c(c2)OCO3)CC1 | x | -5.0%
CCOC(=O)N1CCN(C(=O)c2ccc3c(c2)ncn3C2CCCC2)CC1 | 49.2 | -1.4%
COc1cccc(N(C(=O)CS(=O)CC(=O)Nc2ccc(F)cc2)C(C(=O)NC2CCCCC2)c2cccs2)c1 (centres undefined) | x | 2.3%
CCOC(=O)N1CCN(C(=O)CN(c2ccc(OC)c(OC)c2)S(C)(=O)=O)CC1 | x | 1.9%
CCN(CC)CCSc1nc(O)c(-c2ccccc2)c(=O)n1-c1ccccc1 | 7.3 | 1.9%
O=C(C1CCN(S(=O)(=O)c2ccccc2)CC1)N1CCOCC1 | 8.3 | 0.9%
O=C(Cc1ccccc1)Nc1cc(C(=O)c2ccccc2)ccc1N1CCOCC1 | -9.1 | 1.9%
COc1ccc(NC(=O)CSc2nnc(-c3ccccc3F)n2C2CC2)cc1S(N)(=O)=O | -9.7 | -0.6%
Cc1ccc(OCC(=O)N2CCN(c3nnc(-c4ccc(C)cc4)c4ccccc34)CC2)cc1 | -6.0 | -1.1%
O=C(O)CCN1C(=O)S/C(=C\c2cccnc2)C1=O | 12.1 | -5.5%

Following part.
SMILES | Mtb RmlCD inh | GlmU inhibition
Cc1nc(-c2cccs2)sc1C(=O)O | x | -1.4%
O=C(CC(=O)NN=C1CCCC1)NCCc1ccccc1 | x | 3.6%
O=C1NC(=O)N(c2ccccc2F)C(=O)/C1=C/c1ccc(Oc2ccc([N+](=O)[O-])cn2)cc1 | -1.3 | 0.0%
Cc1ccsc1C(=O)C1CCCN(Cc2cccc(-n3cccn3)c2)C1 (centres undefined) | -9.4 | 1.0%
Cc1cc(N2CCC(C)CC2)nc(SCC(=O)c2ccccc2)n1 | x | 1.7%
COc1ccccc1CNC(=O)CCS(=O)(=O)c1cccs1 | x | -0.7%
O=C(OCC(=O)c1c[nH]c2ccccc12)c1cccc(S(=O)(=O)N2CCCCCC2)c1 | 8.9 | 5.5%
O=C(CN1CCSCC1)N/N=C/c1ccc(F)c(F)c1 | x | -0.5%
Cc1cc(C)cc(NC(=O)C(=S)NCc2ccccc2)c1 | -3.2 | 1.5%
O=C(c1ccncc1)N(c1ccc2oc3c(c2c1)CCCC3)S(=O)(=O)c1cccc([N+](=O)[O-])c1 | -3.5 | 4.2%
O=C(O)CCCN1C(=O)C2C3CCC(O3)C2C1=O (centres undefined) | x | 2.2%
Cc1nc(SCC(=O)NC(=O)NCCC(C)C)c2c(-c3cccs3)csc2n1 | -3.5 | -2.9%
CC1CCCCN1C(=O)CSc1nc2ccsc2c(=O)n1Cc1ccccn1 (centres undefined) | -2.7 | 1.3%
O=C(Nc1ccc(Br)c2cccnc12)c1ccc(Cn2cc([N+](=O)[O-])cn2)o1 | x | 2.1%
Nc1nn(-c2ccccc2)c(N)c1N=Nc1ccccc1F | 1.5 | -1.9%

Following part.
SMILES | Mtb RmlCD inh | GlmU inhibition
COc1ccc(/C=N/Nc2nnc(Cc3ccccc3)c(=O)[nH]2)cc1 | -39.7 | 4.1%
COc1cccc(OCC(=O)NNC(=O)CCc2ccccc2)c1 | 1.1 | -2.8%
Cc1cc(O)c2c(-c3ccccc3)cc(=O)oc2c1 | 2.3 | 0.8%
CCCc1cc2c(cc1NS(=O)(=O)c1ccc(CCNC(C)=O)cc1)OCO2 | 6.5 | -1.1%
Cc1ccc(-n2c(SCC(N)=O)nnc2-c2ccc(S(=O)(=O)N3CCCCC3)cc2)c(C)c1 | 22.9 | -1.1%
Cc1cc(C)c(C(=O)CC2(O)C(=O)Nc3ccccc32)cc1C (centres undefined) | 14.8 | -2.9%
O=C(CSc1ccc(Cl)cc1)Nc1ccccc1N1CCN(C(=O)c2ccccc2)CC1 | 11.3 | 1.8%
CCC(C)c1ccc(NC(=S)Nc2ccc(OC)cc2)cc1 (centres undefined) | 5.8 | 1.3%
NC1=NC(=O)CC(C(=O)NCCc2ccccc2)S1 (centres undefined) | x | -1.2%
COC(=O)CC1C(=O)NCCN1C(=O)NC1CCCCC1 (centres undefined) | -2.8 | 2.7%
O=C(CCCn1c(=S)[nH]c2ccccc2c1=O)NC1CCCCC1 | -6.8 | -0.6%
O=C(OCCN1C(=O)c2ccccc2C1=O)c1cc(S(=O)(=O)N2CCOCC2)ccc1Cl | u | -4.1%&2.0%
COc1ccc(C(c2nnnn2C2CCCC2)N2CCN(c3ccccc3)CC2)cc1 (centres undefined) | x | 1.9%
CCOC(=O)/C(C#N)=C/c1cc(C)n(-c2ccc(C)cc2)c1C | 13.1 | 4.1%
O=C(NCCNc1cc(Cl)ccc1[N+](=O)[O-])c1ccco1 | -5.6 | 2.9%

Carrying on:
Screens in order – Mtb RmlCD inh, GlmU inhibition
COc1ccc2c(c1)CCc1c(C(=O)N3CC4(C)CC3CC(C)(C)C4)noc1-2 (centres undefined)
    7.9, -4.8%
C/C(=N\NC(=O)c1ccc([N+](=O)[O-])cc1)c1cc2ccccc2oc1=O
    9.0, -5.0%
COC(=O)NNC(=O)c1ccc(C)c(Br)c1
    -7.2, -1.1%
CC1(C(=O)Nc2c(F)c(F)c(F)c(F)c2F)CC1(Br)Br (centres undefined)
    8.8, -1.9%
CCc1cc2c(=O)c(-c3ccc4c(c3)OCCO4)coc2c(CN2CCCCC2C)c1O (centres undefined)
    -3.3, -3.9%
Cc1cc(C)n(-c2nc(SCCN(C)C)c3c4c(sc3n2)CCCC4)n1
    -7.5, -2.7%
O=C(Cc1ccc(S(=O)(=O)N2CCCC2)s1)NC1CCCCCC1
    5.3, -7.9%
Cc1ccc(C(=O)OCC(=O)Nc2sc3c(c2C#N)CCC3)cc1
    -0.4, 10.3%
COC(=O)/C(=C\c1ccc2c(c1)c1ccccc1n2C)NC(=O)c1ccccc1
    x, -5.6%
N#CC(C#N)=Cc1ccc(-c2ccc(S(=O)(=O)N=C(N)N)cc2)o1
    -3.6, 2.1%
CC1CCN(C(=S)NC(=O)C2CCCCC2)CC1
    x, 2.7%
CC1(c2nnc(-c3ccc(F)cc3)o2)CC(c2ccc(Cl)cc2)=NO1 (centres undefined)
    x, -4.1%
CC1c2nc3ccccc3n2C(CC(=O)NCCCN2CCOCC2)C(=O)N1Cc1ccccc1 (centres undefined)
    6.4, -0.7%
CS(=O)(=O)N1CCN(c2ccccc2NC(=O)c2ccc(Br)o2)CC1
    x, -7.9%
O=C(CSc1ncccn1)NCc1ccccc1Cl
    11.8, -0.9%
COc1cccc(C(=O)OCn2nnc3ccccc3c2=O)c1
    3.0, -9.1%
Cc1nn(-c2ccccc2)c(Cl)c1C(=O)Nc1nnc(C2CCCCC2)s1
    1.2, 0.6%
COc1ccc(C(=O)NC(=S)Nc2ccc([N+](=O)[O-])cc2C)cc1OC
    -1.1, 4.6%
CNC(=O)Nc1ccc2nc(C)sc2c1
    -19.6, -0.1%
O=C(CSc1nnc(-c2cccc(S(=O)(=O)N3CCCC3)c2)n1-c1ccccc1)Nc1ccc(C(=O)O)cc1
    x, -8.4%
CC(=O)OC(CC(=O)O)C[N+](C)(C)C (centres undefined)
    x, 8.4%
CCOc1ccc(Cl)cc1S(=O)(=O)NCc1ccccn1
    -9.1, -4.8%
N#Cc1cc2c(nc1SCc1ccccc1)CCC2
    x, 5.9%
O=C1NC(=O)N(Cc2ccc(F)cc2)C(=O)/C1=C\C=C\c1ccco1
    -5.7, -3.4%
c1cc(-c2nn[nH]n2)ccc1CN1CCCCC1
    4.5, -3.0%
COc1ccc(CCC(N)=O)cc1OC
    11.3, -2.5%
CCOC(=O)c1ccc(NC(=S)Nc2ccc3[nH]c(=O)[nH]c3c2)cc1
    10.8, 4.8%
O=C1c2ccccc2C(Nc2cccnc2)N1Cc1ccccc1Cl (centres undefined)
    -3.8, 1.2%
COc1cccc(C(c2c(NC(=O)c3ccccc3)sc(C)c2C)N2CCN(C)CC2)c1 (centres undefined)
    10.0, -2.3%
Cc1nnc(N(C)C(=O)c2ccc3c(c2)OCO3)s1
    6.0, 1.9%
CN(CC(=O)Nc1ccc(N2CCOCC2)cc1)CC(=O)Nc1ccc(N2CCOCC2)cc1
    x, -1.4%
O=C(CSc1nc2ccccc2n1CC(=O)N1CCCC1)NCc1ccc2c(c1)OCO2
    5.2, 0.8%

Reformatted: entries from further up.
> O=C(Nc1ccccc1O)c1nc(Cl)ccc1Cl
- Mtb RmlCD inh: -7.2
- GlmU inhibition: -2.1%

> Cc1ccsc1C(=O)C1CCCN(Cc2cccc(-n3cccn3)c2)C1 (centres undefined)
- Mtb RmlCD inh: -9.4
- GlmU inhibition: 1.0%

> Cc1ccc(OCC(=O)N2CCN(c3nnc(-c4ccc(C)cc4)c4ccccc34)CC2)cc1
- Mtb RmlCD inh: -6.0
- GlmU inhibition: -1.1%

> COc1cccc(S(=O)(=O)N2CCN(C(=O)c3ccco3)CC2)c1
- Mtb RmlCD inh: x
- GlmU inhibition: 1.4%

Copied from the entries so far (two entries):
Screens in order – Mtb RmlCD inh, GlmU inhibition
CN(CC(=O)Nc1ccc(N2CCOCC2)cc1)CC(=O)Nc1ccc(N2CCOCC2)cc1
    x, -1.4%
O=C(CSc1nc2ccccc2n1CC(=O)N1CCCC1)NCc1ccc2c(c1)OCO2
    5.2, 0.8%

Screening data (PubChem)
